Bioassay records (PubChem BioAssay)
Wee1 stabilizer – inhibitors of human Wee1 degradation; HeLa Luc-Wee1K328M stability, luciferase luminescence; 100% = proteasome inhibitor MG132 effect; reporter increase, % at 5 µM; hit rate 1.2% among 220,000;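 active = activation above the mean of all tested compounds plus 3 SD, set per screening run, cut at about 8.8% in these data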;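 note: cells exposed to compound for 20 h before luminescence read; 0% = DMSO alone and 100% = MG132 at 30 µM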
Runt-CBFb FRET – inhibitors of human RUNX1 Runt domain binding to CBFb; Q01196+Q13951; Cerulean-Runt/Venus-CBFb FRET ratio 530/480, 1 h; inhibition, % at 20 µM; hit rate 0.46% among 220,000; AID 1496;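 active = inhibition over about 50% at 20 µM in the single-dose screen, limit read from the data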;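 note: 0% = DMSO wells and 100% = excess unlabeled CBFb competitor control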
Target sequence (Q01196 whole entry, looked up, the tested form may be a part): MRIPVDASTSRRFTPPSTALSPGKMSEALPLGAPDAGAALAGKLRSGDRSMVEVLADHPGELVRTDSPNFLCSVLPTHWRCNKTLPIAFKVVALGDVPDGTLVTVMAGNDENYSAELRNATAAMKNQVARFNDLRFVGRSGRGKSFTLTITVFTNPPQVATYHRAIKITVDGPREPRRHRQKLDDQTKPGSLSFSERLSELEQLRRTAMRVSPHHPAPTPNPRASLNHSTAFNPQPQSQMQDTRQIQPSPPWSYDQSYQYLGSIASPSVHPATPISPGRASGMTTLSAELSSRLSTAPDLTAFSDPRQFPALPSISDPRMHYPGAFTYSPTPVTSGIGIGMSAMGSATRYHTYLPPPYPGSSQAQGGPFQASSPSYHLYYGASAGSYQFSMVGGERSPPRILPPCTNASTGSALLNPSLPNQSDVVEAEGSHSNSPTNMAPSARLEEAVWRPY
Target sequence (Q13951 whole entry, looked up, the tested form may be a part): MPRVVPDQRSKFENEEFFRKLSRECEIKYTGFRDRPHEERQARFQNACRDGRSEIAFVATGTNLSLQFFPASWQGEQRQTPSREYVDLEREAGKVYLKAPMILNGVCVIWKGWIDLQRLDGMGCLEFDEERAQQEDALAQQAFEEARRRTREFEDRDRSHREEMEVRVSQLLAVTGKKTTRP
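Assay system: Cerulean-Runt domain fusion protein, energy donor; Signal: fluorescence energy transfer, 422 nm excitation, 530/480 nm emission; Timing: 1 h compound exposure, room temperature; Control set: unlabeled CBFb; Medium: Tris buffer pH 7.5 with salts and BSA; Compound: single test concentration of 20 µM, 1% DMSO final; Probe or stimulus: Venus-CBFb 100 nM.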
Hck Nef HTS – human Hck-Nef kinase inhibition; Recombinant Hck-YEEI plus Nef, Z-Lyte FRET kinase assay; inhibition, % at 20 µM; hit rate 0.68% among 220,000; P08631;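 active = Hck-Nef kinase inhibition above about 50%, limit read from the data; inactive = inhibition below that limit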;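 note: 0% = DMSO with Hck plus Nef and 100% = Hck alone without Nef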
FXIIa inh – inhibitors of human coagulation factor XIIa | P00748 | purified FXIIa, Boc-QGR-AMC fluorogenic substrate, 2 h | inhibition, % at 5 µM | hit rate 0.3% among 220,000 | AID 800; in the data active = inhibition above about 40%;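 note: 0% = enzyme with no compound and 100% = blank without enzyme; many of its hits are not listed in these tables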
Thrombin inh – thrombin (human) inhibition; P00734; alpha-thrombin, Boc-VPR-AMC fluorogenic substrate cleavage; inhibition, % at 5 µM; hit rate 0.26% among 220,000; AID 1046;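 active = inhibition at or above 40%; inactive = inhibition below 40%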;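 note: 0% = enzyme with no compound and 100% = wells without enzyme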
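System: human alpha-thrombin protein; Compound dosing: one concentration per compound, 5 µM, with 0.2% DMSO; Timing: reaction at room temperature; Technique: AMC fluorescence, 355/460 nm; Controls: enzyme without compound as high, wells lacking enzyme as low.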
Runt-SMMHC FRET – Runt domain-CBFb-SMMHC interaction inhibition | Cerulean-Runt/Venus-CBFb-SMMHC FRET ratio 530/480, 1 h | inhibition, % at 20 µM | hit rate 0.74% among 220,000;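 active = mean inhibition across duplicate retests at 20 µM reaching about 50%, limit read from the data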;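 note: 0% = DMSO wells and 100% = wells with excess untagged CBFb-SMMHC; inhibitors lower the FRET ratio by blocking Runt binding to CBFb-SMMHC; some results filed as inactive read as strong as hits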
FXIa inh 1536 – blocks human coagulation factor XIa protease activity | P03951 | purified FXIa, Boc-Glu-Ala-Arg-AMC fluorogenic substrate | inhibition, % at 5 µM | hit rate 0.14% among 220,000 | AID 798;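 active = inhibition of at least 40%; inactive = inhibition below 40%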;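 note: fluorescence of freed AMC excited at 355 nm; 0% = enzyme without compound and 100% = no enzyme blank; many of its hits are not listed in these tables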
KLK5 inh – blocks human kallikrein 5 protease activity; Q9Y337; recombinant hK5, fluorogenic AMC substrate cleavage; hit rate 0.59% among 210,000; inhibition, % at 5 µM; AID 873;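 active = inhibition of 40% or more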;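 note: 0% = enzyme controls without compound and 100% = no-enzyme blanks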
14-3-3 Bad PPI – disrupts binding of bovine 14-3-3 zeta to phospho-Bad peptide; TR-FRET 14-3-3zeta/Dy647-pBad peptide displacement, 1 h; inhibition, % at 21.7 µM; hit rate 0.71% among 220,000; AID 781;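 active = inhibition above about 70%, limit read from the data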;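 note: 0% = full 14-3-3 plus peptide FRET controls and 100% = background without 14-3-3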
Target sequence (P63103 whole entry, looked up): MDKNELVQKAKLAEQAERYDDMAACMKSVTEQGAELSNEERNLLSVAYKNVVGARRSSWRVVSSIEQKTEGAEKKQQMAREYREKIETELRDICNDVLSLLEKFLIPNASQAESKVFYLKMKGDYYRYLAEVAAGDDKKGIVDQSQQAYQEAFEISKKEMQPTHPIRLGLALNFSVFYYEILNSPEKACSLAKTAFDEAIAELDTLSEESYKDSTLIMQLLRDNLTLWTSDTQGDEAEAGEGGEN
Numbers without * were called inactive; x = not tested or not shown; [ ] = another dose, or the depositor's remark.

SMILES	Wee1 stabilizer	Runt-CBFb FRET	Hck Nef HTS	FXIIa inh	Thrombin inh	Runt-SMMHC FRET	FXIa inh 1536	KLK5 inh	14-3-3 Bad PPI
CCOc1cc(/C=C(/C#N)c2nc3ccccc3[nH]2)ccc1Oc1ccc([N+](=O)[O-])cn1	-1	-2	2	1	-8	-2	-1	-49	9
CC(C)CCC1(CCNC(C)c2cccs2)CCOC(C)(C)C1 (centres undefined)	0	-2	25	9	0	-8	-1	7	6
O=C(NCc1ccc(Cl)cc1)c1ccc(COCC(F)(F)F)o1	-2	-1	1	1	-6	1	0	-2	-11
COc1cccc(C2/C(=C(/O)c3ccc(F)cc3)C(=O)C(=O)N2CCN(C)C)c1 (centres undefined)	-3	-1	2	8	9	-3	2	4	1
COc1cccc(-c2nn3c(-c4cc(C)[nH]n4)nnc3s2)c1	-1	-1	0	4	-2	2	0	-3	5
CC1=Nc2ccc(C)cc2N(Cc2ccccc2)C(=O)C1	3	-1	4	11	1	-10	7	4	6
CCN(CC)CCN=CC1=C(O)CNC1=O	0	0	2	17	-2	0	18	-3	x
CC1(C)CC(=O)/C(=C(\O)CCCN2C(=O)c3ccccc3C2=O)C(=NCC(=O)O)C1	-2	-2	13	4	-12	-2	-4	-9	-7
COC(=O)CN(c1ccc(F)cc1)S(=O)(=O)c1ccccc1	-1	2	3	12	-3	-1	4	2	-1
N#CCCn1nc(-c2ccccc2)cc1Nc1ccccc1NC(=O)c1cccs1	1	-4	0	8	-4	0	4	-5	-6
Cc1ccc(-c2noc(C3CCCN(C(=O)C4CCCCC4)C3)n2)o1 (centres undefined)	0	0	3	15	4	1	-13	10	11
O=C(c1cccnc1Nc1ccccc1F)N1CCOCC1	4	-2	22	13	-7	-1	0	-7	-12
COc1ccccc1CNC(=O)c1cc(-c2cccnc2)nc2ccccc12	-3	-6	22	8	x	1	3	-3	-9
OCC1(Cc2ccccc2)CCCN(Cc2ccn[nH]2)C1 (centres undefined)	-3	0	20	7	-6	-1	-4	0	-15
CCOC(=O)C1CCCN(C(=O)c2csc(-c3ccc4c(c3)CCO4)n2)C1 (centres undefined)	1	0	8	3	-6	4	-8	5	-2
CCCCCCCC1(C)NC(=O)NC1=O (centres undefined)	-3	-1	12	9	2	2	-2	-1	5
COc1ccc(NC(=O)C2CCCN2S(=O)(=O)c2cccc3cccnc23)c(OC)c1 (centres undefined)	-3	2	14	19	0	-5	-5	3	-4
CCOC(=O)C1Cc2ccccc2C(=O)O1 (centres undefined)	0	1	0	8	-9	-1	1	-3	4
Cc1cccc(C)c1-n1c(C)cc(/C=N/NC(=O)CSc2ncccn2)c1C	-1	-3	2	3	-4	-5	-1	-6	-8[fluorescence artefact?]
CNC(=O)COC(=O)c1cc2c(s1)CCCC2	-1	-1	17	9	-2	4	0	3	-2
CC(C)(C)c1c(Cl)c(O)c(-c2ccccc2)c(=O)n1-c1ccccc1	3	-5	7	5	-2	-30	-1	2	80*
O=C(COc1ccc(-c2nnco2)cc1)NCc1ccccc1Cl	-2	0	1	-1	-11	2	-5	12	3
O=C(NCCc1ccc(Cl)cc1)c1cc(-c2ccncc2)nc2ccccc12	1	-9	40	9	0	-8	2	2	5
O=C1CC(=C2c3ccccc3-c3ccccc32)C(=O)N1CCCCN1CCN(c2ccccc2)CC1	1	-2	20	13	-3	0	4	-14	38[fluorescence artefact?]
Cc1nc(S(=O)(=O)NC2CCCCC2)c(C#N)c(C)c1Cl	-1	0	1	16	-2	-1	0	-5	2
COc1cccc(CNC(=O)CCC2CCCN(C(=O)c3ccc(OC)c(F)c3)C2)c1 (centres undefined)	2	-1	19	8	-3	-2	2	-1	-10
O=[N+]([O-])c1ccc(Cl)cc1Sc1nc2ccccc2o1	-2	1	8	6	-7	-1	3	1	10
CC(C)(C)c1nn2cnnc2n(/N=C/c2ccccc2)c1=O	1	2	-2	-16	6	4	19	-1	-3
CCOC(=O)COc1ccccc1/C=N/O	-3	-1	3	12	2	2	8	-18	-16
CN(Cc1cccnc1)Cc1c(C(=O)N2CCc3ccccc3C2)nc2ccc(Cl)cn12	3	-7	14	6	1	-18	1	-2	0

Exported with the structure last: 11 of the compounds above
Wee1 stabilizer	Runt-CBFb FRET	Hck Nef HTS	FXIIa inh	Thrombin inh	Runt-SMMHC FRET	FXIa inh 1536	KLK5 inh	14-3-3 Bad PPI	Compound
-3	-6	22	8	x	1	3	-3	-9	COc1ccccc1CNC(=O)c1cc(-c2cccnc2)nc2ccccc12
-3	0	20	7	-6	-1	-4	0	-15	OCC1(Cc2ccccc2)CCCN(Cc2ccn[nH]2)C1 (centres undefined)
1	0	8	3	-6	4	-8	5	-2	CCOC(=O)C1CCCN(C(=O)c2csc(-c3ccc4c(c3)CCO4)n2)C1 (centres undefined)
-3	-1	12	9	2	2	-2	-1	5	CCCCCCCC1(C)NC(=O)NC1=O (centres undefined)
-3	2	14	19	0	-5	-5	3	-4	COc1ccc(NC(=O)C2CCCN2S(=O)(=O)c2cccc3cccnc23)c(OC)c1 (centres undefined)
0	1	0	8	-9	-1	1	-3	4	CCOC(=O)C1Cc2ccccc2C(=O)O1 (centres undefined)
-1	-3	2	3	-4	-5	-1	-6	-8[fluorescence artefact?]	Cc1cccc(C)c1-n1c(C)cc(/C=N/NC(=O)CSc2ncccn2)c1C
-1	-1	17	9	-2	4	0	3	-2	CNC(=O)COC(=O)c1cc2c(s1)CCCC2
3	-5	7	5	-2	-30	-1	2	80*	CC(C)(C)c1c(Cl)c(O)c(-c2ccccc2)c(=O)n1-c1ccccc1
-2	0	1	-1	-11	2	-5	12	3	O=C(COc1ccc(-c2nnco2)cc1)NCc1ccccc1Cl
1	-9	40	9	0	-8	2	2	5	O=C(NCCc1ccc(Cl)cc1)c1cc(-c2ccncc2)nc2ccccc12

Continuation.
SMILES	Wee1 stabilizer	Runt-CBFb FRET	Hck Nef HTS	FXIIa inh	Thrombin inh	Runt-SMMHC FRET	FXIa inh 1536	KLK5 inh	14-3-3 Bad PPI
Cc1cc(C)n(-c2ccc(C(=O)OCC(=O)Nc3ccc(S(=O)(=O)N4CCCCC4)cc3)cc2)n1	2	-1	-1	27	6	1	3	-2	14[fluorescence artefact?]
Cc1nnc(SCC2=C(C(=O)O)N3C(=O)C(NC(=O)c4cc(F)c(F)cc4Cl)C3SC2)s1 (centres undefined)	2	3	42	2	-13	4	-6	-9	11
COc1ccc(-c2coc3cc(O)ccc3c2=O)cc1O	0	5	14	13	4	3	5	3	1
Cn1ccnc1SCC(=O)NC12CC3CC(CC(C3)C1)C2	-3	3	1	22	5	-1	9	7	3
CCOC(=O)c1csc(NC(=O)c2cc3ccccc3o2)n1	0	-2	-2	5	-1	-3	-10	-5	4
COc1ccc(Cl)cc1C(=O)Nc1cc(=O)n(C)c(=O)n1C	x	1	28	3	-8	0	1	-1	-1
Cc1cc(C(=O)COC(=O)c2ccc(O)cc2)c(C)n1-c1ccccc1F	-1	1	11	3	x	0	1	-3	-11
CCOC(=O)c1sc2nc(C)nc(Nc3ccc(OC)cc3)c2c1C	3	5	17	5	6	2	-3	-2	9
O=C(c1ccccc1)N1CCC(O)(c2cccnc2)CC1	-2	1	-2	5	-5	0	-8	6	-14
O=C(Oc1cc(=O)oc2c1c(=O)n1c3c(cccc23)CC1)c1ccccc1	-1	2	18	14	4	-17	4	-10	33
N=c1sccn1CC(=O)NCc1ccc(Cl)cc1Cl	1	1	16	3	-2	-2	-2	5	-16
Cc1ccc(NC(=O)C2SC(=Nc3ccccc3)C(C(=O)Nc3ccc(Cl)cc3)=C2N)cc1 (centres undefined)	-3	0	10	7	4	-4	2	17	-5
Cc1ccc(CNC(=O)COC(=O)CSc2ccc(Br)cc2C)cc1	-1	-4	-2	-2	-7	-4	-4	-12	3[fluorescence artefact?]
CN1CCc2[nH]c3ccc(C(=O)NN)cc3c2C1	2	1	0	15	5	-3	5	-5	-12
O=C(O)c1cn(-c2ccc(N3CCCC3)c(F)c2)c2c(F)c(F)c(F)cc2c1=O	0	-4	7	9	-4	-6	2	15	20
COc1ccc(CNc2nc(NCc3ccc(OC)cc3)n(C(=O)c3ccncc3)n2)cc1	-3	0	3	10	-2	-10	-1	x	-3
CCn1c(=O)cc(SCC(=O)N2CCCCC2)c2ccccc21	1	-1	3	19	13	2	5	121*	0
Cc1cc(C(=O)Nn2c(C)nc3ccccc3c2=O)ccc1[N+](=O)[O-]	1	1	8	5	-3	-1	0	x	-6
N#Cc1nc(-c2ccco2)oc1NCc1cccnc1	-1	1	2	13	-2	-4	-2	-5	-7
O=c1[nH]cnc2c1ncn2[C@@H]1O[C@H](CO)[C@@H](O)[C@H]1O	3	-2	-2	24	1	-3	25	-5	-2
COC(=O)c1cnn2c(C(F)(F)F)cc(-c3ccccc3)nc12	-1	-4	1	16	4	-1	7	-4	1[fluorescence artefact?]
Cc1nonc1OCC(C)(COc1nonc1C)NC(=O)c1ccc(Cl)cc1	1	1	5	14	0	7	7	-1	2
O=C(O)C1CCN(c2ccc(S(=O)(=O)N3CCOCC3)cc2[N+](=O)[O-])CC1	-2	0	6	-1	-3	-3	-7	-15	89*
COc1ccc(C(=O)n2ccc(C)n2)cc1Br	-3	1	-22	19	7	0	7	70*	0[fluorescence artefact?]
CCN(CC)CCCNc1ncnc2ccccc12	-3	x	16	5	-11	x	0	-2	-1
COC(=O)c1ccc(COC(=O)C23CC4CC(CC(O)(C4)C2)C3)o1	-3	-3	0	3	-8	0	-3	-23	-3
COc1ccc(C(=O)Cc2ccc(OC)c(OC)c2)c(OC)c1	-3	1	-24	16	4	0	6	0	-7
COc1cc(C(=O)NCC(=O)OC(C)C(=O)Nc2ncc(Cl)cc2Cl)cc(OC)c1OC (centres undefined)	2	0	-3	2	-8	-3	-3	-8	1
COc1ccc(C)cc1NC(=O)CSc1nnc(COc2ccc(Cl)cc2)n1Cc1ccco1	4	12	0	52*	-7	5	15	-3	10
CCOC(=O)c1c(C)[nH]c(C(=O)N/N=C\c2ccccc2Cl)c1C	4	-2	7	10	-5	-2	2	-9	6
O=S(=O)(Nc1cc(Cl)ccc1N1CCCCC1)c1cccs1	-1	2	-1	14	4	0	3	-22	-17
COC(=O)c1cc(=O)n2c(sc3ccccc32)c1C#N	-2	66*	3	-8	-8	88*	-7	-8	-7
